Screening results as filed in PubChem.
M. tuberculosis GlmU: inhibition of mycobacterial GlmU enzyme – biochemical, glucosamine-1-phosphate acetyltransferase (AID 1376); inhibition, %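 (tested at 30 µM in the primary screen)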, or IC50 in µM where a hit was titrated; M. tuberculosis GlmU acetyltransferase enzyme assay; higher % means a stronger effect; hit rate 0.25% among 220,000; in the data active = inhibition above about 13%;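 note: 0% = complete reaction with vehicle and 100% = reaction without substrate; strong numbers were not always called active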
RmlCD inh 1536: inhibitors of Mycobacterium tuberculosis RmlC and RmlD coupled enzymes; inhibition, % at 3.6 µM; RmlC+RmlD coupled enzyme assay, percent inhibition; primary screen in compound mixtures; P9WH09+P9WH11; hit rate 0.03% among 160,000; in the data active = inhibition mostly above about 34%, no sharp cut-off; note: some results filed as inactive read as strong as hits
Target sequence (P9WH09 whole entry, looked up): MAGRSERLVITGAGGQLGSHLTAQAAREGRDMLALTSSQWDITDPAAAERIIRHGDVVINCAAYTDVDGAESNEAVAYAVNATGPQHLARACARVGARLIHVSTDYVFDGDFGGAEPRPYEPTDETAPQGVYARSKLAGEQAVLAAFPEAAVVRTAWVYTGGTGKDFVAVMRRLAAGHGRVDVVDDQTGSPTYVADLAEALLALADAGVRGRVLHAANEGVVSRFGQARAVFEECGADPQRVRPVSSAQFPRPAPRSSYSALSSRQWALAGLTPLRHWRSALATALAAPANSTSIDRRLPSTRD
Target sequence (P9WH11 whole entry, looked up): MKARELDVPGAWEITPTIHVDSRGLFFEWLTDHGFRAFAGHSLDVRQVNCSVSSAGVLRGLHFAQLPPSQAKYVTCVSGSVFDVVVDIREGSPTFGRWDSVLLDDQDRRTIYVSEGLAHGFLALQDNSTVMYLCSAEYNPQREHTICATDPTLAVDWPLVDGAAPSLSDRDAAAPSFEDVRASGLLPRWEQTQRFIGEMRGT
* hit, by the source's call; x = no result given. These rows are one share of the data (hit frequency here may not be typical).

Under each structure – M. tuberculosis GlmU, RmlCD inh 1536
- O=C(/C=C/c1cccc([N+](=O)[O-])c1)Nc1ccc(Cl)cn1
    -0.1%, -0.9
- O=C(C1CCCO1)N1CCN(C(=S)Nc2ccc(F)c(Cl)c2)CC1 (configuration not stated)
    2.5%, -1.6
- CCOC(=O)N1CCN(Cc2ccc(F)cc2F)CC1
    -3.8%, -4.8
- CCOC(=O)Cc1csc(Nc2c(C)n(C)n(-c3ccccc3)c2=O)n1
    1.0%, -0.6
- COc1ccc(Cn2c(-c3ccccc3)nc3c(c(=O)c4ccccc4n3C)c2=O)cc1
    3.9%, -5.3
- CC(=O)Nc1ccc(S(=O)(=O)NNC(=O)c2cccc(Br)c2)cc1
    -3.8%, x
- CCOC(=O)N1CCN(c2nc3c(c(=O)[nH]c(=O)n3C)n2Cc2ccccc2Cl)CC1
    1.2%, 4.5
- O=C1c2ccccc2C(=O)N1CCCC(=O)N1CCc2ccccc21
    x, 11.8
- S=c1[nH]nc(-c2ccncc2)n1/N=C/c1cn(-c2ccccc2)nc1-c1ccc(Cl)cc1
    -1.4%, 7.9
- C=CCCC(=O)Nc1nc(C)c(-c2csc(Nc3ccc(Cl)cc3Cl)n2)s1
    2.2%, 4.4
- Cc1nc(N)sc1Cc1ccc2c(c1)OCO2
    1.0%, x
- CC(C)NC(=S)NC(=O)c1ccc(Cl)cc1Cl
    3.5%, 12.8
- O=C(c1ccc(Br)o1)N1CCN(c2ccccc2F)CC1
    7.8%, -1.0
- Cc1cc(NC(=O)C(C)(C)C)no1
    5.2%, x
- O=C(CO/N=C/c1c(Cl)cccc1Cl)NNC(=O)c1ccc(Cl)cc1
    5.3%, -2.3
- CN1C(=O)CSc2ccc(NC(=O)N3CCN(c4ccccc4)CC3)cc21
    0.6%, 1.0
- COc1ccc(Cl)cc1NC(=O)CNc1ccccc1CN(C)C1CCCCC1
    -0.7%, -15.8
- C=CCN(C(=O)c1cccc(N2C(=O)C3CC=CC(C)C3C2=O)c1)c1ccccc1 (configuration not stated)
    3.6%, -2.6
- CN=c1scc(-c2ccccc2F)n1/N=C/c1ccc[nH]1
    -3.2%, -8.8
- Cn1ncc(C#N)c1NC(=O)C1CC(c2ccc(Cl)c(Cl)c2)=NO1 (configuration not stated)
    3.7%, x
- CCOP(=O)(OCC)C(O)c1ccc(OC)cc1 (configuration not stated)
    6.8%, 1.6
- COCCN1C(=O)c2oc3ccccc3c(=O)c2C1c1ccc(OC)c(OC)c1 (configuration not stated)
    5.1%, x
- O=C(COC(=O)/C=C/c1ccc(Br)o1)NCCCN1CCCC1=O
    -6.8%, -4.1
- O=S(=O)(Cc1noc(-c2ccc(Cl)cc2)n1)Cc1ccco1
    -2.3%, 9.1
- OC(COc1ccc2ccccc2c1)CN1CCCC1 (configuration not stated)
    -7.1%, x
- O=C(CN(CCO)c1ccccc1)Nc1cccc(S(=O)(=O)N2CCCC2)c1
    -0.7%, -5.9
- Cc1cc(C(=O)CSc2nnc(-c3ccco3)o2)c(C)n1-c1ccc2c(c1)OCCO2
    5.7%, 8.0
- Cc1ccc(C(=O)N/C(=C/c2cccs2)C(=O)NCc2ccco2)cc1
    3.9%, -32.4
- CCCCNc1cc(=O)oc2ccccc12
    2.9%, x
- COC(=O)c1ccc(NC(=O)Cc2ccccc2)cc1
    -3.0%, 12.0

Next records follow:
Under each structure – M. tuberculosis GlmU, RmlCD inh 1536
- CCN1C(=O)c2ccccc2S(=O)c2ccc(C(=O)N3CCN(C(=O)c4ccco4)CC3)cc21 (configuration not stated)
    -7.0%, -6.4
- COc1ccc(C(=O)C2CCCN(Cc3ccc4nonc4c3)C2)c(OC)c1 (configuration not stated)
    -1.5%, -9.8
- CCOc1ccc(C(=O)OC2CCN(C)CC2)cc1
    -0.3%, x
- O=C(OC(C(=O)NCc1cccs1)c1ccccc1F)c1ccco1 (configuration not stated)
    1.4%, x
- O=C(c1ccc2nc[nH]c2c1)N1CCc2ccccc2C1
    4.4%, -5.4
- CCCCN=Cc1c(C)[nH]n(-c2ccccc2)c1=S
    -3.2%, -50.7
- COc1ccc(CCNC(=O)CNC(=O)Cn2ccc3ccccc3c2=O)cc1OC
    1.1%, 35.6
- COc1ccc(C(=O)C(Cc2ccccc2)N(C)C)cc1 (configuration not stated)
    2.5%, 11.2
- COc1cccc(N=Cc2c[nH][nH]c2=O)c1
    0.2%, 17.2
- Oc1ccc(-n2cccc2/C=N/n2cnnc2)cc1
    -3.1%, -5.7
- OC(c1ccc(F)cc1)C(c1ccccc1)N1CCOCC1 (configuration not stated)
    -0.9%, -8.5
- CC(C)C(=O)NC(=O)COC(=O)/C=C/c1cccs1
    6.0%, -11.7
- O=C(CSc1ccc(Cl)cc1)Nc1cccc(-c2nnc(-c3ccco3)o2)c1
    0.3%, -5.8
- Cc1nc2c(C(=O)N3CCN(C)CC3)cnn2c(C)c1Cc1ccc(Cl)cc1
    -0.5%, 3.9
- C=CCOC(=O)c1sc(NC(=O)c2ccco2)nc1C
    16.2%, x
- CCc1ccc(N2C(=O)C3ON(c4ccccc4)C(c4ccco4)C3C2=O)cc1 (configuration not stated)
    -4.1%, 0.6
- O=C(N/N=C/C=C/c1ccco1)c1cccc([N+](=O)[O-])c1
    0.1%, x
- CCCC(C)n1[nH]c(=O)c2c1NC(=O)CSC2c1ccccc1 (configuration not stated)
    -0.1%, -10.4
- COc1ccccc1N(CC(=O)NCCC1=CCCCC1)S(=O)(=O)c1ccccc1
    4.9%, -13.2
- Cc1ccc(-c2nc(-c3ccccc3)no2)c(Cl)c1
    -2.1%, 6.4
- COc1ccc(Br)cc1/C=N/NC(=O)CNC(=O)/C=C/c1ccccc1
    -0.4%, x
- COc1ccc(OCC(=O)NNC(=O)C(=O)N2CCCC2)cc1
    3.0%, 1.8
- Cc1ccc2c(c1)CC1(CN2C)C(=O)OC(C)(C)OC1=O
    -0.1%, x
- CCOC(=O)CNC(=O)c1cn(CC)c(=O)c2cc(OC)c(OC)cc12
    0.2%, 11.9
- CC(=O)N1CCN(S(=O)(=O)c2c(F)cc(F)c(Cl)c2F)CC1
    0.3%, 8.0
- COCCn1c(SCC(=O)Nc2cc(C)on2)nnc1-c1ccco1
    1.9%, 5.5
- O=C1c2cccc(O)c2C(=O)c2c(O)cc(CO)cc21
    0.0%, x
- Cc1ccc(N2CC(C(=O)NCc3ccccn3)CC2=O)cc1 (configuration not stated)
    3.0%, x
- O=c1[nH]c2cccc(Cl)c2n(CCNc2ncc(C(F)(F)F)cc2Cl)c1=O
    1.6%, x
- CN(C)S(=O)(=O)c1ccccc1N=C=S
    -1.1%, 10.3

Part of the list above in order of count of non-hydrogen atoms, ascending:
Under each structure – M. tuberculosis GlmU, RmlCD inh 1536
- CN(C)S(=O)(=O)c1ccccc1N=C=S
    -1.1%, 10.3
- COc1cccc(N=Cc2c[nH][nH]c2=O)c1
    0.2%, 17.2
- Oc1ccc(-n2cccc2/C=N/n2cnnc2)cc1
    -3.1%, -5.7
- O=C1c2cccc(O)c2C(=O)c2c(O)cc(CO)cc21
    0.0%, x
- O=C(c1ccc2nc[nH]c2c1)N1CCc2ccccc2C1
    4.4%, -5.4

Next part.
Under each structure – M. tuberculosis GlmU, RmlCD inh 1536
- Cc1nc2ccccc2n1CCOc1ccc([N+](=O)[O-])cc1
    2.8%, -6.1
- COc1ccc(N(CC(=O)Nc2cccc(N(C)S(C)(=O)=O)c2)S(=O)(=O)c2ccccc2)cc1Cl
    0.1%, 6.8
- COc1ccc(NC2CS(=O)(=O)CC2NCc2ccco2)cc1 (configuration not stated)
    1.1%, 3.6
- Cc1cccc(N2CCN(C(=S)Nc3ccc4nc(N5CCN(C)CC5)cc(C)c4c3)CC2C)c1 (configuration not stated)
    0.6%, 20.4
- O=C(CCN1C(=O)c2ccc([N+](=O)[O-])cc2C1=O)Nc1cccc(O)c1
    1.4%, -9.3
- O=C(Nc1ccccc1)C1CC(=O)N(c2ccc3c4c(cccc24)CC3)C1 (configuration not stated)
    4.6%, 10.0
- Oc1c(Br)cc2oc3c(c2c1CNCc1ccccc1)CCCC3
    1.2%, 41.4
- N#CCc1c(C#N)c(N)nc(N2CCCC(CO)C2)c1C#N (configuration not stated)
    -3.5%, -8.4
- CN=C(Nc1ccc(Cl)cc1)c1ccc(C(F)(F)F)cc1
    -1.3%, 14.3
- CC(C)C(NC(=O)c1ccco1)C(=O)OCc1cc([N+](=O)[O-])cc2c1OCOC2 (configuration not stated)
    -5.7%, -6.2
- Cc1cccc(-c2nc(CSCC(=O)N3CCN(Cc4ccc5c(c4)OCO5)CC3)c(C)o2)c1
    x, -1.2
- COc1cc(-c2cc(N3C(=O)Nc4ccccc4N3O)n[nH]2)cc(OC)c1OC
    -3.3%, -9.1
- CN(CC(=O)NCc1cccc(F)c1)C(=O)c1ccco1
    5.0%, 5.1
- CN(C)CCN(Cc1ccccc1)c1ccccn1
    1.6%, 10.8
- Cc1cccc(N(CC(=O)NCc2ccco2)C(=O)CCC(=O)Nc2nccs2)c1
    1.0%, -6.1
- COCCSc1nnc(NS(=O)(=O)Cc2ccccc2)s1
    2.8%, x
- COC(=O)c1[nH]c2cc(OC)ccc2c1NC(=O)CN1CCOCC1
    0.5%, 27.6
- CCOC(=O)c1ccc(NC(=O)CN2CCc3ccccc3C2)cc1
    6.9%, 2.8
- CC1(C)Cc2ccccc2-c2nnc(SCC(=O)N3CCN(c4ccccc4)CC3)n21
    10.9%, 6.4
- CC1CCN(c2nc3ccc(C(=O)N4CCN(Cc5ccccc5)CC4)cc3s2)CC1
    -0.7%, 8.2
- C=CCc1ccccc1OCC(O)Cn1ccnc1C (configuration not stated)
    -1.4%, -5.0
- CCC1=C2CC[C@H]3C(=O)N(CC)C(=O)[C@H]3[C@H]2[C@@]2(Cc3ccccc3)C(=O)N(Cc3ccccc3)C(=O)N2C1=O
    4.7%, x
- Cc1ccc(C(C)n2cc(C(=O)NCc3ccccn3)nn2)cc1 (configuration not stated)
    1.9%, 5.5
- CC(C)COC(=O)c1cc(=O)[nH]c2ccccc12
    1.6%, x
- CCC(=O)N(C1=C(NC(C)C)C(=O)c2ccccc2C1=O)C(C)C
    1.0%, -8.4
- CC(=O)Nc1ccc(S(=O)(=O)N2CCSC2C(=O)O)cc1 (configuration not stated)
    2.6%, 7.6
- O=C(COc1ccc(-c2nnco2)cc1)N1CCN(S(=O)(=O)c2ccc3ccccc3c2)CC1
    -4.0%, -4.9
- CCOC(=O)C1CCCN(c2c(N3CCN(C4CCCCC4)CC3)c(=O)c2=O)C1 (configuration not stated)
    3.2%, x
- O=c1cc(CN2CCN(c3ccccc3)CC2)nc2scc(-c3ccccc3)n12
    1.6%, -5.9
- C/C(=N\NC(=O)CSCc1ccc(Cl)cc1)c1ccc(NC(=O)c2ccccc2)cc1
    2.0%, x

More records.
Under each structure – M. tuberculosis GlmU, RmlCD inh 1536
- COc1ccc(OC)c(NC(=O)c2ccc(CSc3nnc(C)s3)cc2)c1
    -3.6%, x
- Cc1cc(C)cc(Nc2nc3ccccc3c(=O)[nH]2)c1
    -4.6%, x
- COc1ccc(/C=C/C(=O)NC(=S)NCC2CCCO2)cc1 (configuration not stated)
    0.3%, -13.7
- COc1ccc(/C=N/Nc2cc(=O)n(C)c(=O)n2C)cc1OC
    -1.3%, -6.9
- CN(C)S(=O)(=O)Nc1ccccn1
    -5.1%, x
- COc1ccc(N(C(=O)Cn2nnc3ccccc32)C(C(=O)NCc2ccco2)c2cccnc2)cc1 (configuration not stated)
    1.3%, -4.9
- COc1ccc(N(C(=O)CCl)C(C(=O)NCCc2ccccc2)c2cccs2)cc1 (configuration not stated)
    -5.8%, -3.2
- CN(C)c1ccc(C2OC(=O)C(C)(C)C(=O)C2(C)C)cc1 (configuration not stated)
    1.4%, x
- N#Cc1c(C(F)(F)F)cc(-c2ccccc2)nc1SCCN1CCOCC1
    -3.4%, -0.1
- CC(C)OC(=O)CC1C(=O)NCCN1C(=S)NC(=O)c1ccccc1 (configuration not stated)
    1.8%, -6.1
- CCC(C)(C)n1nnnc1C(c1cccc(C#N)c1)N1CCN(c2cc(C)ccc2C)CC1 (configuration not stated)
    1.2%, x
- O=C(NNC(=O)c1cc2cc(Br)ccc2oc1=O)c1ccc(O)cc1
    0.2%, -14.6
- CC1N(C)c2cc(NC(=O)c3ccco3)c(P(=O)(Nc3ccc([N+](=O)[O-])cc3)N3CCOCC3)cc2C1(C)C (configuration not stated)
    0.4%, x
- Cc1nn(-c2ccccc2)c2sc(C(=O)NCCN3CCOCC3)cc12
    -4.9%, -3.2
- COc1ccc(NC(=O)COC(=O)c2ccco2)c([N+](=O)[O-])c1
    2.3%, -9.8
- Cc1ccc(NC(=O)CN2C(=O)NC(Cc3ccccc3)C2=O)c(Br)c1 (configuration not stated)
    6.8%, -7.2
- Cc1ccc2nc(NC(=O)CN(C)S(=O)(=O)c3ccc(Br)s3)sc2c1
    -2.1%, x
- Cc1ccc(NC(=O)c2sc(Cl)nc2-c2ccccc2)cc1C
    0.7%, x
- CCCS(=O)(=O)N1CCN(CC2CC3C=CC2C3)CC1 (configuration not stated)
    -0.6%, 13.9
- O=C(Nc1ccc(N2CCCC2)c(Cl)c1)c1ccco1
    0.5%, x
- O=C(CN1CCC(NC(=O)c2ccccc2F)CC1)Nc1ccc2c(c1)OCCO2
    -0.5%, -5.6
- COc1ccc(C2=NCC(=O)N(CC(=O)NCc3ccco3)c3sc4c(c32)CCCC4)cc1
    4.3%, x
- Cc1ccc(C2C(C#N)=C3N=C(N)c4ccccc4N3C3=C2C(=O)CCC3)cc1 (configuration not stated)
    -8.4%, -8.2

Profiles, looked up by structure. Screens in order: M. tuberculosis GlmU | RmlCD inh 1536
Cc1ccc2nc(NC(=O)CN(C)S(=O)(=O)c3ccc(Br)s3)sc2c1 is entered as -2.1% | x
COc1ccc(Cl)cc1NC(=O)CNc1ccccc1CN(C)C1CCCCC1 is entered as -0.7% | -15.8
